# APJ ag = agonists of human APJ apelin receptor; P35414; CHO-K1 APJ PathHunter beta-arrestin, luminescence; 0% DMSO wells, 100% apelin; activation, % at 20 µM; hit rate 0.11% among 330,000; AID 2520;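 active = activation more than six SD over the plate average, tested at 20 µM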;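 also: 0% = DMSO alone and 100% = apelin-13 at 10 nM; some results filed as inactive read as strong as hits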
# Target sequence (P35414 whole entry, looked up): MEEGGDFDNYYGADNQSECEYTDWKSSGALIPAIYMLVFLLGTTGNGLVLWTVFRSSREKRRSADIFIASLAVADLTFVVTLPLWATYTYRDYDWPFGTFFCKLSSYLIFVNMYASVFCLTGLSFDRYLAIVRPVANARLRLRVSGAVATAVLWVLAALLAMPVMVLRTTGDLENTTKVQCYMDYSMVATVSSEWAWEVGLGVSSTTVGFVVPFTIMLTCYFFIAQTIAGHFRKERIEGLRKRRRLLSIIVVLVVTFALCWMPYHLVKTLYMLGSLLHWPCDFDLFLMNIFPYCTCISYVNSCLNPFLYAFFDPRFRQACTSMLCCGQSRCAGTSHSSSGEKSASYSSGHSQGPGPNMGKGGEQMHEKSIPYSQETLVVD
#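 Material: CHO-K1 APJ beta-arrestin complementation cell line; Input: cell density 1000 per well; Incubation: compound stimulation 90 min at 25 °C, detection 60 min; Signal: luminescence from split beta-galactosidase complementation, Galacton Star/Emerald II substrate; Controls: DMSO-only wells as negative, 10 nM Apelin-13 as positive control.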
# tim10-1 inh = inhibits growth of tim10-1 mutant yeast | AID 463190 | S. cerevisiae tim10-1 ts strain growth, BacTiter-Glo, 24 h | hit rate 2.2% among 330,000 | inhibition, % at 20 µM;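 active = inhibition of at least 40%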;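 also: mutant grown at 25 °C; 0% = DMSO wells with yeast and 100% = wells holding no yeast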
# NALP3 yeast inh = NALP3 inhibition in yeast | Yeast reconstituted NLRP3/ASC/caspase-1, beta-gal luminescence, 24 h | inhibition, % at 10 µM | hit rate 0.39% among 330,000 | AID 2825;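 active = inhibition of 50% or more; inactive = inhibition below 50%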;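 also: plate controls were induced DMSO wells for no effect and uninduced yeast grown without galactose for full effect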
# CHOP UPR activ = apoptotic UPR (CHOP) activation | activation, % at 10 µM | CHO-CHOP luciferase reporter, luminescence; percent of tunicamycin response over DMSO baseline | hit rate 0.34% among 330,000 | AID 449763;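 active = at 10 µM dose, activation of 40% or more, normalized to positive control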;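 also: 100% = tunicamycin at 10 µg/mL and 0% = DMSO alone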
#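 System: CHO-CHOP luciferase reporter cell line; amount: 500 cells/well; buffer or medium: F12 medium containing 10% fetal bovine serum; incubation: 6 h compound exposure at 37 °C after overnight seeding; measured by: luciferase luminescence after 10 min with Steady-Glo reagent; evaluation: % reporter activation, DMSO baseline versus tunicamycin full activation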
# tim23-1 inh = inhibits growth of tim23-1 mutant yeast; S. cerevisiae tim23-1 growth, BacTiter-Glo luminescence, 24 h; inhibition, % at 20 µM; hit rate 1.3% among 330,000;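 active = growth inhibition of the mutant yeast at or above 50%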;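 also: temperature-sensitive mutant grown at 25 °C; plate controls were DMSO-treated mutant yeast for no effect and medium wells lacking yeast for full effect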
# NR3A LBD binder = modulators (binders) of human NR3A ligand-binding domain; NR3A LBD differential scanning fluorimetry, Tm shift; 0% = protein alone, 100% = glycine-bound protein; Tm shift relative to glycine control, % at 25 µM; hit rate 2.5% among 340,000;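 active = melting temperature shift of at least 10% of the positive control shift, at one fixed dose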
# UPR XBP1 act = adaptive UPR (XBP1) activation. CHO-XBP1 luciferase reporter, IRE1-XBP1 UPR activation, luminescence; percent of tunicamycin response, DMSO as zero. activation, % at 20 µM. hit rate 0.33% among 330,000. AID 463104;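 active = versus positive control, 20 µM dose yields 30% or more activation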;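 also: 100% = tunicamycin at 10 µg/mL and 0% = DMSO only wells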
#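 Assay system: CHO-XBP1 luciferase reporter cells; Schedule: 6 h treatment, 37 °C; Detection: glow luminescence from Steady-Glo reagent; Benchmarks: high control tunicamycin 10 µg/mL final, low control DMSO vehicle only.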
# Mdm2 MdmX PPI = inhibitors of human Mdm2/MdmX interaction; hit rate 3% among 330,000; SaOS-2 split-luciferase Mdm2/MdmX complementation, luminescence; inhibition, % at 8 µM; AID 485346; O15151+Q00987;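 active = inhibition of at least 50% at 8 µM in the primary screen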
# TIM10 inh = TIM10 yeast growth inhibition; AID 463195; S. cerevisiae TIM10 strain growth, BacTiter-Glo luminescence, 24 h; inhibition, % at 10 µM; hit rate 1.4% among 330,000;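 active = inhibition of 40% or more at the single tested concentration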;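 also: wild-type TIM10 isogenic control strain grown at permissive 25 °C; 0% = DMSO yeast wells and 100% = minimal medium wells without yeast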
# Numbers without * were called inactive; / = no result given.
SMILES,APJ ag,tim10-1 inh,NALP3 yeast inh,CHOP UPR activ,tim23-1 inh,NR3A LBD binder,UPR XBP1 act,Mdm2 MdmX PPI,TIM10 inh
Cc1ccc(Cl)cc1NC(=O)COC(=O)C1CC1,0.9,4.0,-2.3,-0.9,9.8,0.5,1.4,2.8,0.1
Cc1ccc(N=C2C(=O)Nc3ccccc32)cc1,-10.3,12.4,0.0,-1.9,15.9,3.4,-0.9,-7.1,-11.5
CCCNC(=S)Nc1ccc(CC(=O)OC)cc1,-0.3,10.5,12.4,2.4,9.8,1.1,0.6,0.9,0.4
CN(C)c1nc(Nn2cnnc2)nc(N(C)C)n1,-6.3,5.0,-5.3,0.0,0.8,1.1,-3.9,17.6,-12.6
O=C(O)Cc1csc(Nc2cccc(Cl)c2)n1,-1.7,-0.6,13.2,0.5,19.3,4.9,0.4,5.8,-3.2
Cc1ccc(NC(=O)C/C(N)=N/OC(=O)Nc2cccc(C)c2)cc1,8.7,39.9,-2.0,-1.4,15.8,2.5,-0.7,13.5,41.7*
O=C(c1cc(=O)c2ccccc2o1)N1CCN(c2cccc(Cl)c2)CC1,-3.7,44.5*,7.8,-2.3,26.5,0.6,-2.5,1.9,4.9
COC(=O)c1cc(C)ccc1OCc1ccc([N+](=O)[O-])cc1,-4.5,-3.4,13.7,5.2,-7.0,0.5,2.0,15.1,-0.1
CC(=O)N=C1SC2CS(=O)(=O)CC2N1c1ccc(-c2nc3ccc(C)cc3s2)cc1 (stereo not drawn),9.5,0.7,15.4,5.0,-17.9,/,9.8,-90.9,5.2
Cc1ccc(-c2nc(CN(C)Cc3cccc4cnccc34)c(C)o2)s1,-3.5,31.0,16.2,-0.3,14.9,1.7,-4.5,11.3,7.4
CCn1c(CC(=O)Nc2ccccc2)nnc1SCC(=O)NC1=NCCS1,0.5,-9.3,12.7,-0.4,8.2,-3.4,-1.4,1.7,-11.3
CCCCN(C)CCNC(=O)CCn1nc(-c2ccc(Cl)cc2)ccc1=O,-0.9,10.5,16.4,-0.5,2.4,-0.5,-5.1,-14.1,-3.3
CCCCCCCSc1nnc(N)s1,3.8,-25.6,27.3,0.7,12.9,-1.5,1.9,21.0,3.7
CCN(C(=O)c1cnc(NC(C)C)cc1C(F)(F)F)c1ccc(Cl)cc1Cl,-4.9,15.8,-9.3,1.3,33.9,1.1,-3.3,7.7,-7.7
CCN(CC)C(=O)Cn1cc(S(=O)(=O)CC(=O)Nc2ccc(C(N)=O)cc2)c2ccccc21,1.1,8.6,14.4,-2.6,-12.4,-1.7,-2.3,1.5,-0.7
Cc1cccc(N=C2NC(=O)/C(=C3/C(=O)N(C)c4ccccc43)S2)c1C,-2.2,23.9,12.0,3.6,32.9,-28.4,-0.2,-0.1,34.6
CCOC(=O)C1=C(c2ccccc2)OC(N)=C(C#N)C1c1ccc(Cl)s1 (stereo not drawn),1.5,5.3,-11.0,2.6,6.6,-26.4,1.8,6.1,-1.2
COc1cc(OC)c2ccc(=O)oc2c1C(CC(=O)N1CCCC1)c1ccc2c(c1)OCO2 (stereo not drawn),6.2,-4.0,30.1,0.5,-0.1,-1.1,-1.1,5.0,8.0
CC(Oc1cccc(Cl)c1)C(=O)Nc1nc(-c2ccccn2)cs1 (stereo not drawn),-11.0,31.2,50.0*,2.0,66.9*,-6.4,3.2,68.0*,29.2
O=c1nc(N/N=C/c2ccco2)cn[nH]1,-2.9,17.8,7.9,1.7,3.0,-3.8,2.6,13.1,8.2
COc1ccc(CC(=O)Nc2cccc(-c3ccc4nnc(C)n4n3)c2)cc1OC,-7.2,-2.3,-4.4,-1.3,-3.4,-2.6,-1.3,40.4,11.5
Cc1cc(C)n2c(SCc3ccc(Br)cc3)nnc2n1,-6.3,4.0,17.4,3.2,27.7,-2.2,3.4,19.6,13.9
CCc1ccccc1NC(=O)c1cccc(NC(=O)/C=C/c2ccco2)c1,-3.2,7.2,11.1,2.6,9.0,-3.7,-1.3,-3.0,10.9
CCOc1cc(S(=O)(=O)n2ccnc2)ccc1Br,0.6,14.8,17.9,1.2,7.7,-0.9,-1.6,4.4,3.4
N#Cc1ccccc1NS(=O)(=O)c1cc2c3c(c1)CCN3C(=O)CC2,-5.7,0.4,20.1,-2.0,9.8,-1.9,2.0,31.4,-2.5

# Later entries
SMILES,APJ ag,tim10-1 inh,NALP3 yeast inh,CHOP UPR activ,tim23-1 inh,NR3A LBD binder,UPR XBP1 act,Mdm2 MdmX PPI,TIM10 inh
COc1ccc(-c2[nH]ncc2CN(C)CCCN2CCOCC2)cc1F,0.6,-8.5,-4.1,3.1,-0.6,1.5,-0.9,-2.3,-0.7
CC1SCC(=NOCc2ccccc2)CS1 (stereo not drawn),-4.9,11.2,1.7,5.5,-2.9,-0.9,2.8,15.8,7.1
Cc1ncoc1C(=O)N1CCCC(C(=O)c2ccc(Oc3ccccc3)cc2)C1 (stereo not drawn),-2.0,23.3,2.8,-1.7,10.1,0.2,-4.7,23.5,28.5
CCC(C)c1ccc(NC(=S)NCCn2cc(Cl)cn2)cc1 (stereo not drawn),-5.7,19.0,24.0,-1.1,44.2,-8.7,-4.5,44.9,14.9
CC(NC(=O)COC(=O)Cc1ccccc1[N+](=O)[O-])c1ccccc1 (stereo not drawn),-1.2,31.5,6.9,-2.0,18.2,-6.1,-0.1,-13.1,6.0
CCC(C)/C(C)=N/NC(=O)c1ccc(CSc2nc3ccccc3s2)cc1 (stereo not drawn),3.0,11.1,29.0,4.0,49.1,-8.6,0.7,-12.0,13.3
Cc1c(C)n(Cc2ccc(Cl)cc2)c2ccc(C(=O)NCCN3CCOCC3)cc12,-3.9,14.8,29.5,0.2,22.5,-1.1,-1.9,39.6,2.1
Cc1ccc(CCNC(=O)c2sc3nc4n(c(=O)c3c2C)CCC4)cc1,-1.3,18.0,9.7,5.3,12.3,-0.7,1.5,12.2,-5.9
Cc1cc(C)cc(NC(=O)C2CCCN(S(=O)(=O)c3c(C)noc3C)C2)c1 (stereo not drawn),5.7,13.2,12.2,2.2,30.9,1.3,-3.8,33.8,20.8
CN(CC(=O)Nc1ccc(Cl)c(C(F)(F)F)c1)C(=O)CCc1nc2ccccc2c(=O)[nH]1,-1.7,3.7,3.6,-0.5,14.1,-3.0,1.9,53.7*,2.4
CCOC(=O)N1CCN(C(=O)Cc2ccc(C)cc2)CC1,-3.1,7.1,22.5,-0.8,8.0,3.1,-2.1,-3.9,-0.5
O=C(c1ccc(-n2cccc2)cc1)N1CCOCC1,3.6,9.4,5.7,1.6,-1.5,-0.9,-1.9,10.6,-3.7
O=Cc1ccc(OCc2ccc3c(c2)OCO3)cc1,-1.2,12.3,9.2,3.5,19.3,0.2,-4.0,-55.3,-5.8
COc1ccc(-c2nnc(NC(=O)c3cc(Cl)ccc3Cl)o2)cc1,-1.2,33.1,7.9,-3.4,0.9,-3.4,-2.2,26.0,14.7
COc1ccccc1NC(=O)CSc1nnnn1Cc1ccccc1,3.1,5.6,-0.5,0.6,6.4,0.3,-4.0,-19.3,8.7
O=C(NCCc1cccs1)C(c1ccccc1)c1ccccc1,-2.3,10.7,5.2,-1.9,17.5,-3.0,-4.6,5.1,-4.1
Cc1ccc(CN(C)C(=O)CC2C(=O)NCCN2CC2CCCCC2)cc1 (stereo not drawn),0.0,14.2,9.5,0.5,16.3,0.2,-2.4,2.1,-1.0
COC(=O)Cc1c(C)[nH]n(-c2cc(Cl)cc(Cl)c2)c1=O,-2.9,45.0*,2.1,-0.8,70.0*,-17.0,-0.5,-12.8,30.4
COc1c2c(cc3oc(=O)c4c5ccc(O)cc5oc4c13)OC(C)(C)CC2,-2.6,8.2,8.0,8.2,12.2,8.1,7.0,81.4*,2.2
COCCN1C(=O)C(O)=C(C(C)=O)C1c1ccc(OC)c(OC)c1 (stereo not drawn),-3.8,11.0,-13.5,-1.8,2.9,-0.2,-0.8,7.8,-16.3
O=C(O)c1[nH]c2ccc([N+](=O)[O-])cc2c1-c1ccccc1,-3.2,-13.3,12.6,0.6,-3.4,-7.5,-3.2,2.5,12.9
N/C(=N\OC(=O)COc1ccc2ccccc2c1)c1ccccn1,-0.6,9.7,37.4,0.6,39.5,0.8,0.8,-16.1,13.0
O=[N+]([O-])c1ccc2nn(Cc3ccccc3)cc2c1,-0.5,31.0,13.3,2.0,27.7,1.4,-0.7,-13.5,-7.2
Cc1ccccc1OCCn1cc(/C(N)=N/O)c2ccccc21,4.1,-1.7,12.8,2.9,11.1,-17.1,-2.0,19.1,9.7
CC(=O)N1CCN(c2ccc(NCc3ccc(C)s3)cc2)CC1,8.1,11.5,28.5,3.2,15.9,-12.2,-0.6,-24.6,-1.1

# A draw from above in order of number of heavy atoms, low to high:
SMILES,APJ ag,tim10-1 inh,NALP3 yeast inh,CHOP UPR activ,tim23-1 inh,NR3A LBD binder,UPR XBP1 act,Mdm2 MdmX PPI,TIM10 inh
O=Cc1ccc(OCc2ccc3c(c2)OCO3)cc1,-1.2,12.3,9.2,3.5,19.3,0.2,-4.0,-55.3,-5.8
COCCN1C(=O)C(O)=C(C(C)=O)C1c1ccc(OC)c(OC)c1 (stereo not drawn),-3.8,11.0,-13.5,-1.8,2.9,-0.2,-0.8,7.8,-16.3
CCC(C)/C(C)=N/NC(=O)c1ccc(CSc2nc3ccccc3s2)cc1 (stereo not drawn),3.0,11.1,29.0,4.0,49.1,-8.6,0.7,-12.0,13.3

# The listing continues.
SMILES,APJ ag,tim10-1 inh,NALP3 yeast inh,CHOP UPR activ,tim23-1 inh,NR3A LBD binder,UPR XBP1 act,Mdm2 MdmX PPI,TIM10 inh
O=C(Nc1ccc2c(c1)OCCO2)NC1CCCCC1,-2.7,0.1,9.1,2.8,4.7,0.7,-4.5,-77.5,-1.1
CCCc1ccc(OCCNC(=O)c2ccco2)cc1,-3.1,-10.6,45.4,5.5,6.1,-1.8,2.3,-4.7,-5.7
CN(Cc1ccco1)S(=O)(=O)c1nnc(NC(=O)c2cccc(Cl)c2)s1,0.2,5.6,17.2,2.8,18.0,1.2,-1.0,13.0,10.7
CCN(CC)c1ccc(C2C(C(=O)OCCOC)=C(C)NC3=C2C(=O)CCC3)cc1 (stereo not drawn),0.2,6.0,12.8,0.8,8.5,3.1,-4.9,7.3,10.5
N#Cc1nc(-c2ccccc2F)oc1NC1CCCCC1,-2.8,25.5,33.5,1.3,28.3,-13.2,6.5,-4.7,11.8
CC1CCCCN1C(=O)c1cc(S(=O)(=O)N2CCCCC2)c[nH]1 (stereo not drawn),-2.4,-15.6,10.9,0.5,0.7,0.3,0.0,18.9,1.6
O=C(O)CN1C(=O)SC(Nc2ccccc2C(=O)O)C1=O (stereo not drawn),2.1,-8.2,4.1,1.2,16.7,7.7,0.3,-6.3,-0.2
Cc1csc(=O)n1CC(=O)OCC(=O)Nc1ccccc1C(C)C,-4.5,-19.9,4.6,-1.0,-2.9,3.2,-0.3,-26.4,-3.9
COc1cc(C(=O)OCC(=O)N2CCNC2=O)cc(Cl)c1OC,3.3,3.2,15.4,1.7,11.1,6.2,-0.8,5.8,-7.4
O=c1c2cnn(-c3ccccc3)c2nc(-c2ccco2)n1-c1ccccc1,-3.2,28.0,28.5,0.7,47.8,2.0,3.8,16.4,29.2
O=C(NC1CCCC1)C1CCN(C(=O)c2ccc(-c3ccccc3)cc2)CC1,-2.2,33.7,19.0,-1.6,17.9,-1.1,0.0,6.6,-6.2
